Bioassay records deposited in PubChem BioAssay by Broad Institute.
EZH2 inh: EZH2 (human) methyltransferase inhibition; hit rate 0.35% among 57,000; AID 651548; Q15910; inhibition, % at 12.5 µM; PRC2 H3K27 methylation, DELFIA TRF, 1 h;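 active means mean inhibition of replicates at least 50% and every single replicate also reaching 50%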;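 further: dimethyl H3K27 on biotinylated H3 21-44 peptide detected by antibody; plate controls were median neutral control wells for no effect and median positive control wells for full effect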
IDH1 R132H inh: IDH1 R132H (human) inhibition; IDH1 R132H reductase, diaphorase/resazurin fluorescence, 60 min; AID 624101; O75874; inhibition, % at 10 µM; hit rate 0.18% among 70,000; in the data active means inhibition above about 34%;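 further: 0% = DMSO and 100% = no enzyme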
Target sequence (O75874 whole entry R132H): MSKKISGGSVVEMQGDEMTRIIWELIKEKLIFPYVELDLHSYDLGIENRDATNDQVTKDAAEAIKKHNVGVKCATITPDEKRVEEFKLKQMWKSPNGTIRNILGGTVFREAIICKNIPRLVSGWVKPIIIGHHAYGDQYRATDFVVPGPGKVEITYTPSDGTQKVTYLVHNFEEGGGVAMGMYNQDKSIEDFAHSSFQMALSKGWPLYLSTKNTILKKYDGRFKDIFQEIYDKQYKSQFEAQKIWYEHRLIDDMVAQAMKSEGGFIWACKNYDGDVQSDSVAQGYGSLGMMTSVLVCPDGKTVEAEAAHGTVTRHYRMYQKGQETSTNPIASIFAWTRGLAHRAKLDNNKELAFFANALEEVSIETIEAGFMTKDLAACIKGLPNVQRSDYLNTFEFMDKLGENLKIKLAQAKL
* marks the source's active call; other numbers are inactive results; . = not tested or not shown. A portion of the library (hit frequency here may not be typical).

Every second line gives: EZH2 inh, IDH1 R132H inh
- CCC(=O)Nc1ccc2c(c1)OC[C@@H](C)N(C(=O)CN1CCOCC1)C[C@@H](C)[C@@H](OC)CN(C)C2=O
  6, -0.5
- OC(COc1ccc2ccccc2c1Br)Cn1cnc2ccccc21 (centres undefined)
  -7, 0.2
- COCC(=O)N(C)C[C@@H]1Oc2cc(-c3ccccc3)ccc2S(=O)(=O)N([C@H](C)CO)C[C@@H]1C
  ., -0.4
- O=C(Nc1ccccc1C(=O)NCc1ccco1)c1ccccc1I
  -2, -0.5
- C[C@H]1CN([C@@H](C)CO)C(=O)c2cc(NC(=O)CCCN(C)C)ccc2O[C@H]1CN(C)S(C)(=O)=O
  0, -7.7
- CC(C)NC(=O)Nc1ccc2c(c1)C(=O)N([C@@H](C)CO)C[C@H](C)[C@H](CN(C)C(=O)NC(C)C)OCCCC[C@@H](C)O2
  -12, 5.8
- CCC(C)C(=O)c1c(O)cc2c(c1O)CC(CC=C(C)C)C(C)(C)O2 (centres undefined)
  ., 8.6
- C[C@H](CO)N1C[C@H](C)[C@@H](CN(C)Cc2ccc(C(=O)Nc3ccccc3N)cc2)Oc2ccc(NC(=O)Nc3ccccc3)cc2CC1=O
  ., 2.9
- COc1ccc(S(=O)(=O)Nc2cccc3c2O[C@H](CN(C)C(=O)Nc2cccc4ccccc24)[C@@H](C)CN([C@H](C)CO)C3=O)cc1
  ., -1.3
- C[C@@H]1CN([C@H](C)CO)C(=O)c2cc(NC(=O)Cn3cnnn3)ccc2O[C@@H]1CN(C)Cc1ccc(Cl)c(Cl)c1
  -2, -0.4
- C[C@H](CO)N1C[C@H](C)[C@H](CN(C)Cc2ccncc2)Oc2ncc(C#Cc3cccc(F)c3)cc2C1=O
  -10, -0.2
- C[C@@H]1CN([C@@H](C)CO)C(=O)c2cc(NC(=O)C3CCCCC3)ccc2O[C@H]1CN(C)C(=O)Nc1ccc2c(c1)OCO2
  0, 3.4
- CCCNC(=O)N(C)C[C@H]1Oc2ncc(-c3cccc(C#N)c3)cc2C(=O)N([C@H](C)CO)C[C@@H]1C
  12, -0.3
- CCC(=O)N(C)C[C@@H]1Oc2ncc(C#Cc3cccnc3)cc2C(=O)N([C@@H](C)CO)C[C@@H]1C
  ., 0.8
- C[C@H]1CN([C@@H](C)CO)C(=O)c2cccc(NC(=O)CCCCCC(=O)Nc3ccccc3N)c2O[C@@H]1CN(C)S(=O)(=O)c1ccccc1
  6, .
- Cc1ccccc1S(=O)(=O)N[C@H]1CC[C@@H](CCNS(=O)(=O)c2cccc(F)c2)O[C@H]1CO
  0, -0.2
- C[C@@H]1CCCCO[C@H](CN(C)C(=O)NC2CCCCC2)[C@@H](C)CN([C@@H](C)CO)C(=O)c2cc(NC(=O)Nc3ccc(C(F)(F)F)cc3)ccc2O1
  ., -1.5
- C[C@@H]1CN([C@H](C)CO)C(=O)c2cccc(NC(=O)Nc3ccc(F)cc3)c2O[C@H]1CN(C)C(=O)Nc1ccccc1
  ., -0.9
- Cc1noc(C)c1NC(=O)Nc1ccc2c(c1)C(=O)N([C@H](C)CO)C[C@@H](C)[C@@H](CN(C)C(=O)Nc1ccc(F)cc1)O2
  ., -0.1
- COc1ccc(S(=O)(=O)N(C)C[C@@H]2Oc3ccc(NC(=O)Cc4ccccc4)cc3C(=O)N([C@@H](C)CO)C[C@H]2C)cc1
  ., -1.0
- OCCNc1ncnc2c1oc1ccccc12
  -14, -0.2
- C/C=C/c1cnc2c(c1)C(=O)N([C@H](C)CO)C[C@@H](C)[C@H](CN(C)C(=O)Cc1ccccn1)O2
  1, 0.0
- C[C@@H]1CN([C@H](C)CO)C(=O)Cc2cc(NC(=O)Nc3ccc4c(c3)OCO4)ccc2O[C@@H]1CN(C)Cc1ccccc1
  2, .
- Cc1ccc(C(C)C)c(OCCSc2nc(N)cc(N)n2)c1
  ., 0.3
- O=C(NC1CCCCC1)N[C@H]1CC[C@H](CCNS(=O)(=O)c2ccccc2)O[C@H]1CO
  -16, -0.4
- Cc1ccc(S(=O)(=O)N(C)C[C@@H]2Oc3c(NC(=O)Nc4ccc(F)cc4)cccc3C(=O)N([C@H](C)CO)C[C@H]2C)cc1
  -31, -1.0
- COc1ccc(S(=O)(=O)Nc2ccc3c(c2)C(=O)N([C@H](C)CO)C[C@@H](C)[C@H](CN(C)C(=O)Nc2ccc(F)cc2)OCCCC[C@H](C)O3)cc1
  ., -3.2
- CC(C)NC(=O)Nc1ccc2c(c1)CC(=O)N([C@H](C)CO)C[C@H](C)[C@H](CN(C)C(=O)NC(C)C)O2
  2, .
- O=C(C[C@H]1C[C@@H]2c3cc(NC(=O)Nc4ccc(F)cc4)ccc3O[C@@H]2[C@@H](CO)O1)NCC(F)(F)F
  -7, 0.3
- COc1ccccc1N(CC(=O)Nc1c(C)cc(C)cc1C)S(C)(=O)=O
  -9, 0.6

Single records, as listed above:
C[C@@H]1CN([C@H](C)CO)C(=O)c2cccc(NC(=O)Nc3ccc(F)cc3)c2O[C@H]1CN(C)C(=O)Nc1ccccc1 is entered as EZH2 inh = .; IDH1 R132H inh = -0.9
C[C@H](CO)N1C[C@H](C)[C@H](CN(C)Cc2ccncc2)Oc2ncc(C#Cc3cccc(F)c3)cc2C1=O is entered as EZH2 inh = -10; IDH1 R132H inh = -0.2

The listing continues.
Every second line gives: EZH2 inh, IDH1 R132H inh
- CCCNC(=O)N[C@H]1C=C[C@H](CC(=O)NC2CCC2)O[C@H]1CO
  7, 0.3
- C[C@@H]1CN([C@H](C)CO)C(=O)Cc2cc(NC(=O)CCC(F)(F)F)ccc2O[C@@H]1CN(C)S(=O)(=O)c1ccc(Cl)cc1
  7, .
- COc1ccc(NC(=O)Nc2ccc3c(c2)C(=O)N([C@@H](C)CO)C[C@@H](C)[C@@H](CN(C)Cc2ccc(Cl)c(Cl)c2)OCCCC[C@@H](C)O3)cc1
  ., 3.1
- Cc1noc(C)c1S(=O)(=O)Nc1ccc2c(c1)CC(=O)N([C@H](C)CO)C[C@@H](C)[C@H](CN(C)C(=O)NC1CCCCC1)O2
  ., 0.0
- COCC(=O)Nc1ccc2c(c1)[C@H]1C[C@H](CC(=O)NCc3cc(F)ccc3F)O[C@@H](CO)[C@H]1O2
  1, -0.2
- Cc1ccc(S(=O)(=O)N[C@H]2C=C[C@H](CC(=O)N3CCc4ccccc4C3)O[C@H]2CO)cc1
  5, -0.1
- C[C@H]1CN([C@@H](C)CO)C(=O)Cc2cc(NC(=O)Cc3cn(C)c4ccccc34)ccc2O[C@H]1CN(C)Cc1ccc(C(=O)O)cc1
  ., -29
- COc1ccc(CN(C)C[C@@H]2OCCCC[C@H](C)Oc3ccc(NC(=O)NC4CCCCC4)cc3C(=O)N([C@H](C)CO)C[C@H]2C)cc1
  ., -0.4
- C[C@@H]1CN([C@@H](C)CO)C(=O)c2cccc(NC(=O)C3CCOCC3)c2O[C@H]1CN(C)CC1CCCCC1
  -4, .
- CO[C@H]1CN(C)C(=O)c2ccc(NC(=O)C3CCC3)cc2OC[C@@H](C)N(Cc2nccs2)C[C@@H]1C
  6, -0.1
- Cc1cc(C(=O)Nc2cccc3c2O[C@@H](CN(C)S(=O)(=O)c2ccc(F)cc2)[C@@H](C)CN([C@H](C)CO)C3=O)n(C)n1
  ., -2.0
- C[C@H](CO)N1C[C@H](C)[C@@H](CN(C)Cc2ccncc2)Oc2cc(-c3ccccc3)ccc2S1(=O)=O
  10, 2.6
- C[C@@H]1CN([C@H](C)CO)C(=O)c2cc(NC(=O)CCCCCC(=O)Nc3ccccc3N)ccc2O[C@@H]1CN(C)Cc1ccc(C(F)(F)F)cc1
  -21, .
- CC(C)C#Cc1ccc2c(c1)O[C@@H](CN(C)C(=O)Nc1ccccc1)[C@H](C)CN([C@@H](C)CO)S2(=O)=O
  -9, .
- C[C@@H]1CN([C@H](C)CO)C(=O)Cc2cc(NC(=O)Cn3cnnn3)ccc2O[C@@H]1CN(C)Cc1ccc(Oc2ccccc2)cc1
  -5, .
- COc1ccc(NC(=O)CC(C(=O)O)N2CCCCC2)cc1 (centres undefined)
  ., -0.3
- O=C(CCN1CCCCC1)N[C@@H]1CC[C@@H](CCNC(=O)c2cc(Cl)cc(Cl)c2)O[C@@H]1CO
  -8, 0.2
- Cc1ccc(S(=O)(=O)N(C)C[C@H]2Oc3ccc(NS(C)(=O)=O)cc3CC(=O)N([C@@H](C)CO)C[C@H]2C)cc1
  ., -1.5
- C[C@@H]1CN([C@H](C)CO)C(=O)c2cc(NC(=O)Cc3ccccc3)ccc2O[C@H]1CN(C)S(=O)(=O)c1ccccc1
  -4, -0.2
- COc1ccc(NC(=O)Nc2ccc3c(c2)CC(=O)N([C@@H](C)CO)C[C@H](C)[C@@H](CN(C)Cc2ccc(Cl)c(Cl)c2)O3)cc1
  ., -0.4
- CO[C@@H]1CN(C)C(=O)c2cc(NC(=O)c3cnccn3)ccc2OC[C@H](C)N(C)C[C@H]1C
  -7, 0.1
- CC1(C)CC[C@]2(C(=O)O)CC[C@]3(C)C(=CCC4[C@@]5(C)CC[C@H](O[C@@H]6O[C@H](C(=O)O)[C@@H](O[C@@H]7OC[C@@H](O)[C@H](O)[C@H]7O)[C@H](O)[C@H]6O)C(C)(C)C5CC[C@]43C)C2C1 (some centres undefined)
  ., -0.2
- O=C(C[C@@H]1C[C@H]2c3cc(NC(=O)CC4CC4)ccc3O[C@H]2[C@@H](CO)O1)NCC(F)(F)F
  16, -0.2
- CC(C)Oc1cccc(-c2cc(C(=O)NCc3ccco3)c3ccccc3n2)c1
  23, -0.5
- C[C@@H]1CCCCO[C@@H](CN(C)S(=O)(=O)c2cn(C)cn2)[C@H](C)CN([C@@H](C)CO)C(=O)c2cc(NC(=O)Nc3ccc(F)cc3)ccc2O1
  ., -4.5
- O=C(Nc1ccc2c(c1)[C@@H]1C[C@@H](CC(=O)N3CCOCC3)O[C@H](CO)[C@@H]1O2)c1cccnc1
  -3, -1.0
- C[C@H]1CN([C@@H](C)CO)C(=O)c2ccccc2-c2ccccc2CO[C@H]1CN(C)S(=O)(=O)c1cccc(F)c1
  -2, .
- C[C@@H]1CCCCO[C@H](CN(C)CC2CC2)[C@H](C)CN([C@H](C)CO)C(=O)c2cc(NS(=O)(=O)c3ccccc3)ccc2O1
  ., 2.4
- COc1ccc(NC(=O)Nc2ccc3c(c2)CC(=O)N([C@@H](C)CO)C[C@@H](C)[C@H](CN(C)C(=O)NC(C)C)O3)cc1
  -16, 20
- CCC(=O)OCC1=CCCC2C1(C)CCC(C)C2(C)CCC(C)CC(=O)O (centres undefined)
  -24, -0.2

Remaining list, next part
Every second line gives: EZH2 inh, IDH1 R132H inh
- C[C@H]1CCCCO[C@@H](CN(C)C(=O)CCC(F)(F)F)[C@@H](C)CN([C@@H](C)CO)C(=O)c2cc(NS(C)(=O)=O)ccc2O1
  -24, -0.1
- C[C@H]1CN([C@@H](C)CO)S(=O)(=O)c2ccc(C#Cc3ccccc3F)cc2O[C@H]1CN(C)CC1CC1
  -16, .
- CC(=O)Nc1ccc(C(=O)CSc2nnc(-c3cccc(Br)c3)o2)cc1
  13, -0.3
- COCC(=O)Nc1ccc2c(c1)C(=O)N(C)C[C@@H](OC)[C@H](C)CN(Cc1ccncc1)[C@H](C)CO2
  4, 0.2
- CCCN1C[C@H](C)[C@H](OC)CN(C)C(=O)c2ccc(NC(=O)CC)cc2OC[C@H]1C
  10, 0.0
- C[C@@H]1CN([C@H](C)CO)C(=O)c2cccc(NS(=O)(=O)c3cccs3)c2O[C@H]1CN(C)S(=O)(=O)c1cn(C)cn1
  ., 0.2
- COc1ccc(NC(=O)Nc2ccc3c(c2)C(=O)N([C@H](C)CO)C[C@H](C)[C@@H](CN(C)Cc2ccc(-c4ccccc4)cc2)O3)cc1
  ., 0.5
- O=C(C[C@@H]1C=C[C@@H](NS(=O)(=O)c2ccccc2)[C@H](CO)O1)NCc1ccc(Cl)c(Cl)c1
  6, -0.3
- C[C@H](CO)N1C[C@H](C)[C@@H](CN(C)C)Oc2c(NC(=O)Nc3ccc4c(c3)OCO4)cccc2C1=O
  ., 2.3
- COc1ccc(NC(=O)N(C)C[C@H]2Oc3ccc(NC(=O)NC(C)C)cc3CC(=O)N([C@@H](C)CO)C[C@@H]2C)cc1
  12, -1.6
- COc1ccc(NC(=O)Nc2ccc3c(c2)C(=O)N([C@@H](C)CO)C[C@@H](C)[C@H](CN(C)C(=O)Nc2ccc(F)cc2)OCCCC[C@H](C)O3)cc1
  ., 0.1
- Cc1noc(C)c1NC(=O)N[C@@H]1C=C[C@@H](CC(=O)Nc2ccc(-c3ccccc3)cc2)O[C@H]1CO
  2, 0.3
- O=C(C[C@H]1C[C@H]2c3cc(NC(=O)c4ccc5c(c4)OCO5)ccc3O[C@H]2[C@H](CO)O1)NCc1ccc(Oc2ccccc2)cc1
  -3, -1.9
- CO[C@H]1CN(C)C(=O)c2ccc(NC(C)=O)cc2OC[C@H](C)N(C(=O)c2cccnc2)C[C@H]1C
  -5, -0.1
- Cc1noc(C)c1S(=O)(=O)Nc1ccc2c(c1)CC(=O)N([C@@H](C)CO)C[C@H](C)[C@H](CN(C)Cc1ccc(C(=O)Nc3ccccc3N)cc1)O2
  -5, 0.2
- O=C(N/N=C/c1ccc2c(c1)OCCO2)c1ccccc1O
  15, .
- C[C@@H]1CN([C@@H](C)CO)C(=O)c2cc(NC(=O)Nc3ccccc3)ccc2O[C@@H](C)CCCCO[C@H]1CN(C)S(=O)(=O)c1ccc(F)cc1
  ., -0.7
- CC(C)CC#Cc1ccc2c(c1)O[C@H](CN(C)C(=O)C1CC1)[C@@H](C)CN([C@@H](C)CO)S2(=O)=O
  -9, 0.5

Reformatted: results already given.
smiles | EZH2 inh | IDH1 R132H inh
COc1ccc(NC(=O)Nc2ccc3c(c2)C(=O)N([C@@H](C)CO)C[C@@H](C)[C@H](CN(C)C(=O)Nc2ccc(F)cc2)OCCCC[C@H](C)O3)cc1 | . | 0.1
CC(C)CC#Cc1ccc2c(c1)O[C@H](CN(C)C(=O)C1CC1)[C@@H](C)CN([C@@H](C)CO)S2(=O)=O | -9 | 0.5
